Screening results as filed in PubChem.
LYPLA1 inh: LYPLA1 inhibitors, primary screen, counter-screen for PME1 inhibitor project, biochemical, fluorescence polarization, FP-Rh probe ABPP; recombinant LYPLA1; inhibition, % at 5.9 µM; 320,000 compounds, 0.16% hits;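 active = inhibition above the mean of all tested compounds plus 3 SD, set per campaign, cut at about 14% in these data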;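 note: inhibitors block serine hydrolase probe labeling of LYPLA1 so polarization falls; 0% = enzyme with DMSO and 100% = wells lacking LYPLA1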
Target sequence (O75608 whole entry, looked up): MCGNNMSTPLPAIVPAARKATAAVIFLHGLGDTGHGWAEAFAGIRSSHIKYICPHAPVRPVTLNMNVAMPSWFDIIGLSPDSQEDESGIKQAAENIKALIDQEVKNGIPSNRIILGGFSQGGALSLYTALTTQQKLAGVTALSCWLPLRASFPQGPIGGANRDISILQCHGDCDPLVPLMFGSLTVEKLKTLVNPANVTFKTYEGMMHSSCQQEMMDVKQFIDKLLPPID
PAD4 inh: human PAD4 inhibitors, primary screen, biochemical, fluorescence polarization, 1536-well format | recombinant PAD4, RCA probe fluorescence polarization | inhibition, % at 6.36 µM | 330,000 compounds, 0.41% hits | AID 485272, 2010;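 active = percent inhibition above a cutoff equal to the mean of all tested compounds plus 3 SD, cut at about 15% in these data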;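 note: 0% = PAD4 with RCA probe and DMSO and 100% = probe without PAD4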
PREPL inhibitor: PREPL enzyme inhibitors, primary screen, biochemical, fluorescence polarization | recombinant PREPL, fluorescence polarization activity-based probe | 320,000 compounds, 0.68% hits | AID 2751, 2010 | inhibition, % at 5.96 µM; in the data active = inhibition above about 43%;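 note: 0% = enzyme with DMSO and 100% = wells lacking enzyme; many of its hits are not listed in these tables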
LYPLA2 inh: LYPLA2 inhibitors, primary screen, counter-screen for PME1 inhibitor project, biochemical, fluorescence polarization, FP-Rh probe ABPP; Acyl-protein thioesterase 2 (Homo sapiens), O95372; recombinant LYPLA2; inhibition, % at 5.9 µM; 320,000 compounds, 0.38% hits; AID 2177, 2009;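 active = inhibition above the screen-wide mean plus 3 SD, limit set per campaign, cut at about 26% in these data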;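 note: 0% = LYPLA2 with DMSO and 100% = wells lacking LYPLA2 enzyme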
pPAFAH FP inh: pPAFAH enzyme inhibitors, primary screen, biochemical, fluorescence polarization, human | Platelet-activating factor acetylhydrolase (Homo sapiens), Q13093 | inhibition, % at 3.39 µM | 330,000 compounds, 1.5% hits | recombinant pPAFAH, FP-rhodamine probe fluorescence polarization;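 active = inhibition above the mean inhibition across the screen plus 3 SD, cut at about 25% in these data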;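 note: inhibitors block binding of the rhodamine activity-based probe so polarization drops; 0% = enzyme with DMSO and 100% = wells lacking pPAFAH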
PAFAH1B3 inh: PAFAH1B3 enzyme inhibitors, primary screen, biochemical, fluorescence polarization, human; Platelet-activating factor acetylhydrolase IB subunit alpha1 (Homo sapiens), Q15102; recombinant PAFAH1B3, FP-rhodamine probe; inhibition, % at 3.39 µM; 340,000 compounds, 0.28% hits; AID 492972, 2010;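 active = inhibition above the screen-wide average of all tested compounds plus 3 SD, cut at about 25% in these data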;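 note: 0% = enzyme with DMSO only and 100% = wells lacking PAFAH1B3 protein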
Target sequence (Q15102 whole entry, looked up): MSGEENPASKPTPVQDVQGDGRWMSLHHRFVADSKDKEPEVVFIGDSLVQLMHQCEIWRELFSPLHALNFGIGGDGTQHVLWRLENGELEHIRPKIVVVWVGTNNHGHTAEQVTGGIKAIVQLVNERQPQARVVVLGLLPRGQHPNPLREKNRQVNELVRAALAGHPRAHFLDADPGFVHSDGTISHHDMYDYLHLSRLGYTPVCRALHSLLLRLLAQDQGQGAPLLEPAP
PAFAH1B2 inh: PAFAH1B2 enzyme inhibitors, primary screen, biochemical, fluorescence polarization, human; Platelet-activating factor acetylhydrolase IB subunit alpha2 (Homo sapiens), P68402; recombinant PAFAH1B2, FP-rhodamine activity probe; inhibition, % at 3.39 µM; 340,000 compounds, 1.2% hits; AID 492953, 2010;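 active = inhibition above the mean of all tested compounds plus 3 SD, cut at about 24% in these data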;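 note: 0% = enzyme with DMSO and 100% = wells lacking PAFAH1B2; many of its hits are not listed in these tables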
PAFAH2 FP inh: PAFAH2 enzyme inhibitors, primary screen, biochemical, fluorescence polarization, human. 340,000 compounds, 0.99% hits. Platelet-activating factor acetylhydrolase 2, cytoplasmic (Homo sapiens), Q99487. inhibition, % at 3.39 µM. recombinant PAFAH2, FP-rhodamine activity probe;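 active = inhibition above the mean over all tested compounds plus 3 SD, cut at about 30% in these data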;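 note: inhibitors block probe labeling of enzyme so polarization drops; 0% = enzyme with DMSO and 100% = wells lacking PAFAH2 protein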
GSTO1 counter: inhibitors of recombinant GSTO1, primary screen, counter-screen for RBBP9 inhibitor project, biochemical, fluorescence polarization; activity-based probe fluorescence polarization; inhibition, % at 5.96 µM; Glutathione S-transferase omega-1 (Homo sapiens), P78417; 300,000 compounds, 1.1% hits; AID 1974, 2009;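 active = inhibition above the campaign mean inhibition plus 3 SD, cut at about 35% in these data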;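 note: 0% = GSTO1-1 with DMSO and 100% = wells lacking GSTO1-1 enzyme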
Target sequence (P78417 whole entry, looked up): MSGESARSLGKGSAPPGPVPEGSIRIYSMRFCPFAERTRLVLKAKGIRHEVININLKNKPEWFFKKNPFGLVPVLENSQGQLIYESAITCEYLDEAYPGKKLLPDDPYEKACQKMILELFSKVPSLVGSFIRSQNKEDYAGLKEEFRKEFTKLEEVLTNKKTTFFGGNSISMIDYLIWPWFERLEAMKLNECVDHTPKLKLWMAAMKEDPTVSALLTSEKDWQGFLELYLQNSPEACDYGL
An asterisk follows results filed as active; x = not tested or not shown. This is a subset, so the mix of outcomes need not match the whole.

SMILES	LYPLA1 inh	PAD4 inh	PREPL inhibitor	LYPLA2 inh	pPAFAH FP inh	PAFAH1B3 inh	PAFAH1B2 inh	PAFAH2 FP inh	GSTO1 counter
COc1ccc(CCn2c(N)c(C(=O)NCc3ccco3)c3nc4ccccc4nc32)cc1	-6	-7	23	-9	8	-2	-5	-7	4
CCOc1ccccc1NC(=O)CCNS(=O)(=O)c1cccc2nsnc12	-3	-2	-9	8	1	9	1	-8	3
O=C(NN1C(=O)C2C(c3ccccc3)C=CC(c3ccccc3)C2C1=O)c1ccncc1 (centres undefined)	2	-3	-13	7	2	5	6	1	2
Cc1nc(CSc2ccc(Cl)cc2)cc(N2CC(C)OC(C)C2)n1 (centres undefined)	-2	-5	14	2	4	-3	11	-2	6
COc1cc(/C=C(\C#N)c2nc3ccccc3[nH]2)ccc1OC(=O)c1ccco1	-14	-10	80*	-16	9	-6	-4	-12	5
CCc1ccc(/C=C2/C(=O)N(C)C(=S)N2CC(=O)OC)s1	0	-1	-3	-5	2	-4	-1	6	-4
Cc1cc2ncc(-c3ccccc3)nc2cc1C	2	1	-7	4	2	4	5	3	-2
COC(=O)CCN(C(=O)c1cc([N+](=O)[O-])cc([N+](=O)[O-])c1)c1ccccn1	1	0	-3	-1	2	9	4	-2	-1
COc1ccc(C(C)=O)cc1CSCCC#N	1	-1	17	5	-1	4	7	10	7
CNC(=O)c1ccsc1NC(=O)CCS(=O)(=O)c1ccc(C)cc1	-2	-2	2	11	-5	5	3	1	-9
Cc1ccc(-c2csc(NC(=O)c3cccs3)n2)cc1	-11	0	-12	-8	-1	-1	1	-10	-11
CSc1nnc2c(n1)OC(c1cn(C)c3ccccc13)N(C(C)=O)c1ccccc1-2 (centres undefined)	2	0	-1	3	2	x	x	x	8
Cc1nc2ccccc2c2oc(C(=O)N3CCc4ccccc4C3)cc12	1	1	-4	-4	5	1	6	8	-9
O=c1cc(-c2ccc(O)cc2)oc2cc(O)cc(O)c12	-9	-22	6	-11	2	12	1	-1	10
O=C(NCC1CCCO1)C(=O)N/N=C/c1cccc(Cl)c1 (centres undefined)	0	-3	4	1	2	8	2	4	-5
c1cc(-n2nnc3cnccc32)ccn1	1	-2	5	-1	3	7	1	6	-2
CC(=O)OCc1nc2sc3c(c2c(=O)[nH]1)CCCC3	3	0	11	2	-5	5	1	7	2
COc1ccc(COCCN2CCN(S(=O)(=O)c3ccc(C)cc3)CCC2=O)cc1	-3	-1	10	2	4	x	x	x	9
COC(C(=O)Nc1cccc([N+](=O)[O-])c1)c1ccccc1 (centres undefined)	-3	-9	1	-7	-4	-6	3	5	7
COc1ccc(N2CCN(C3CCCN(Cc4cccc(OC)c4)C3)CC2)cc1 (centres undefined)	2	0	-10	4	0	8	-1	-8	6

A draw from above in order of number of heavy atoms, smallest number first:
SMILES	LYPLA1 inh	PAD4 inh	PREPL inhibitor	LYPLA2 inh	pPAFAH FP inh	PAFAH1B3 inh	PAFAH1B2 inh	PAFAH2 FP inh	GSTO1 counter
COC(=O)CCN(C(=O)c1cc([N+](=O)[O-])cc([N+](=O)[O-])c1)c1ccccn1	1	0	-3	-1	2	9	4	-2	-1
COc1ccc(N2CCN(C3CCCN(Cc4cccc(OC)c4)C3)CC2)cc1 (centres undefined)	2	0	-10	4	0	8	-1	-8	6
CSc1nnc2c(n1)OC(c1cn(C)c3ccccc13)N(C(C)=O)c1ccccc1-2 (centres undefined)	2	0	-1	3	2	x	x	x	8
COc1ccc(CCn2c(N)c(C(=O)NCc3ccco3)c3nc4ccccc4nc32)cc1	-6	-7	23	-9	8	-2	-5	-7	4

The list goes on.
SMILES	LYPLA1 inh	PAD4 inh	PREPL inhibitor	LYPLA2 inh	pPAFAH FP inh	PAFAH1B3 inh	PAFAH1B2 inh	PAFAH2 FP inh	GSTO1 counter
COc1ccc(N(CC(=O)NCC2CCCO2)S(=O)(=O)c2ccccc2)cc1OC (centres undefined)	1	-3	14	0	-2	9	5	-6	9
COc1ccc(-c2oc3ccc(-c4cc(OC)c(OC)c(OC)c4)cc3c2C#Cc2ccccn2)cc1	x	3	7	x	5	11	-1	8	x
COc1cccc(Nc2nc(CN3CCOCC3)nc3sc4c(c23)CCCC4)c1	3	3	12	3	10	11	1	6	-3
O=C(CN1CCN(c2ccc(F)cc2)CC1)N1CCC(Cc2ccccc2)CC1	4	-3	10	9	0	8	3	6	8
c1c2c(cc3sc(N4CCOCC4)nc13)OCCO2	2	-3	-1	10	8	4	7	12	0
O=C(NCc1ccco1)/C(=C/c1ccc([N+](=O)[O-])cc1)NC(=O)c1ccco1	-3	3	-3	-7	2	1	-1	5	1
COc1cc(OC)cc(-c2nnc(NC(=O)Cc3ccc(F)cc3)o2)c1	1	-1	0	-2	4	7	-2	-7	2
CN(Cc1ccccc1)S(=O)(=O)c1ccc(Cl)c(C(=O)NCc2cccnc2)c1	7	2	6	7	11	-3	3	-2	5
O=C(NC(=S)Nn1cnnc1)c1ccccc1Cl	-4	0	-1	4	3	3	0	3	-4
CN(C)S(=O)(=O)c1cc(NC(=O)CNCc2ccccc2)ccc1Cl	-1	-5	3	-1	7	7	8	6	2

Compound profiles, as listed above. Values in the order: LYPLA1 inh, PAD4 inh, PREPL inhibitor, LYPLA2 inh, pPAFAH FP inh, PAFAH1B3 inh, PAFAH1B2 inh, PAFAH2 FP inh, GSTO1 counter
Shown for O=C(NCC1CCCO1)C(=O)N/N=C/c1cccc(Cl)c1 (centres undefined) : 0, -3, 4, 1, 2, 8, 2, 4, -5
Shown for O=C(NN1C(=O)C2C(c3ccccc3)C=CC(c3ccccc3)C2C1=O)c1ccncc1 (centres undefined) : 2, -3, -13, 7, 2, 5, 6, 1, 2

Continued:
SMILES	LYPLA1 inh	PAD4 inh	PREPL inhibitor	LYPLA2 inh	pPAFAH FP inh	PAFAH1B3 inh	PAFAH1B2 inh	PAFAH2 FP inh	GSTO1 counter
CNC(=O)NC(=O)Cn1nc2n(c1=O)-c1ccccc1SC2	3	-1	9	12	2	6	1	8	3
Cc1ccc(-c2nc3ccccn3c2C=O)cc1	0	-4	-1	3	3	13	7	-1	5
C/C(=N/N1CCN(Cc2cccc3ccccc23)CC1)c1ccco1	0	-1	14	2	3	-3	4	-6	9
COC(=O)c1c(NC(=O)Cc2ccccc2)sc(C)c1C	-2	2	15	6	1	12	3	5	14
Cc1nn(C)c(C)c1/C=C(\C#N)C(N)=O	-5	-4	-3	-8	-5	-11	-2	7	1
COC(=O)c1ccc(NC(=S)NCCCn2ccnc2)cc1	-1	1	4	-1	-1	6	4	0	4
O=C(Cc1ccccc1[N+](=O)[O-])OCC(=O)c1c[nH]c2ccccc12	-2	-2	-2	5	4	0	-1	3	1
O=c1cc(CN2CCN(c3ccc(F)cc3)CC2)c2cc3c(cc2o1)CCCC3	-3	2	1	3	1	6	2	-1	8
Cc1ccc(C(=O)C(NC(=O)c2ccco2)Nc2sc3c(c2C(N)=O)CCCC3)cc1 (centres undefined)	-3	-3	20	13	17	x	x	x	-1
Cc1cc(C)cc(C(=O)N2CC(=O)Nc3ccccc32)c1	-2	1	-17	2	9	6	5	5	-7
O=C(Oc1ccccc1C(=O)Oc1ccccc1)c1cccnc1	2	2	-7	11	5	3	1	3	-3
COc1ccc(CN(C)CC(=O)NC(C)c2ccccc2)c(OC)c1 (centres undefined)	-2	0	6	6	4	-1	-2	0	-2
COc1ccc(C(=O)N/C(=C\c2ccc3c(c2)OCO3)C(=O)NCCc2nc3ccccc3[nH]2)cc1	-1	-1	-1	1	2	2	2	-7	3
Cc1cc(=O)[nH]c2c(C)cc(S(=O)(=O)NCc3ccccc3)cc12	-4	3	3	-1	1	4	3	-1	-8
COc1ccc(OCc2cc(C(=O)N(C)Cc3nccn3C)no2)c2ccccc12	5	-6	15	6	11	-2	-6	1	5
COc1cc(OC)cc(C(=O)NCC2CCCN(Cc3cccc(C(C)=O)c3)C2)c1 (centres undefined)	1	4	11	6	4	7	3	-13	5
CCn1cc(C(=O)O)c(=O)c2cnc(N3CCN(C(=S)NC(=O)c4ccccc4Cl)CC3)nc21	-1	0	3	1	1	x	x	x	-10
CCC1CCCCN1S(=O)(=O)c1ccccc1[N+](=O)[O-] (centres undefined)	-3	2	-2	-2	-2	5	3	5	-3
CCn1c(-c2cccc(Br)c2)n[nH]c1=S	3	-3	-1	4	0	14	3	2	-4
CC(CCc1ccccc1)NC(=O)N1CCOCC1 (centres undefined)	0	-5	2	0	6	3	-2	8	-1
O=C(OCC(=O)N1CCCCCC1)c1n[nH]c(=O)c2ccccc12	-1	2	0	-3	2	7	2	-7	-7
